Assay outcomes (PubChem)
STK33 inh = blocks human STK33 kinase activity | Q9BYT3 | purified STK33, MBP phosphorylation, ADP-Glo luminescence | inhibition, % at 10 µM | actives 0.073% (n = 320,000);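 active = inhibition at or above 25%, using the most active replicate where run in duplicate; inactive = inhibition below 25%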
CHT inh = human CHT choline transport inhibition; Q9GZV3; CHT-expressing cells, membrane potential dye, choline response; hits give low values; B-score at 10 µM; actives 0.86% (n = 310,000);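 active = B-score over 3 SD under the library average, and starting fluorescence ratio not unusually high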;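 also: choline stimulus applied at its EC90 after an EC20 pre-addition; B-score computed on integrated fluorescence ratio after choline addition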
Target sequence (Q9GZV3 whole entry, looked up): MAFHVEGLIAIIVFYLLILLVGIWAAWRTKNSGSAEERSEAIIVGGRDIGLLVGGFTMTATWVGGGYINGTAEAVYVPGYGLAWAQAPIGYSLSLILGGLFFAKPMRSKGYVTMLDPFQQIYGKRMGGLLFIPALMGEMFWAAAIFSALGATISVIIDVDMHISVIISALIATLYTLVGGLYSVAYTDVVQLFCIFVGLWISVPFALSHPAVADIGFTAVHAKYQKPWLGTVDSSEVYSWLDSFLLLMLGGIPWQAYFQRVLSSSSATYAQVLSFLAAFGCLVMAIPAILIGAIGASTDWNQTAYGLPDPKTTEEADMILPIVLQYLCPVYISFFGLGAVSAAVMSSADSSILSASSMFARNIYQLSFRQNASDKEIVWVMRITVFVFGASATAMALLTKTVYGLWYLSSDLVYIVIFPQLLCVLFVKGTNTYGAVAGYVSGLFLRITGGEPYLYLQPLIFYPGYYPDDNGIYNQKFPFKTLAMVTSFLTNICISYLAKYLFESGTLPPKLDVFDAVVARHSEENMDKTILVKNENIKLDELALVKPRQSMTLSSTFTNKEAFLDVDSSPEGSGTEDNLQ
CHT PAM = allosterically activates the human high affinity choline transporter; Q9GZV3; CHT-expressing cells, membrane potential dye, choline EC20; hits give high values; LV-AA mutant CHT in HEK293 cells; B-score at 10 µM; actives 0.49% (n = 310,000);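 active = initial fluorescence not abnormally high and integrated response B-score, plate-corrected, over 3 SD above library mean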
Numbers without * were called inactive; i = inactive; . = not tested or not shown. The order is random; overall some 1.5% were active at least once.

Sample of the layout:
Molecule	STK33 inh	CHT inh	CHT PAM
Cc1ccc(-n2cc(-c3ccccc3)c3c(=O)[nH]cnc32)cc1	-0.4	i	i
Oc1c(C=Nc2ccccc2)sc(=S)n1Cc1ccccc1	0.0	i	i
CN(Cc1ccccc1)S(=O)(=O)c1ccc(NC(=S)NC(=O)C(C)(C)C)cc1	4.9	i	i
CN(C(=O)CSc1nc2c(cnn2-c2ccccc2)c(=O)[nH]1)C1CCS(=O)(=O)C1 (stereo not given)	0.9	i	i
Fc1ccccc1C1CC(c2ccco2)=Nc2ccccc2S1 (stereo not given)	-1.4	i	i
CCC(C)N(C(=O)COC(=O)c1cc([N+](=O)[O-])ccc1N1CCOCC1)C1CCS(=O)(=O)C1 (stereo not given)	0.3	i	i

This part in full, from the first entry:
Molecule	STK33 inh	CHT inh	CHT PAM
Cc1ccc(-n2cc(-c3ccccc3)c3c(=O)[nH]cnc32)cc1	-0.4	i	i
Oc1c(C=Nc2ccccc2)sc(=S)n1Cc1ccccc1	0.0	i	i
CN(Cc1ccccc1)S(=O)(=O)c1ccc(NC(=S)NC(=O)C(C)(C)C)cc1	4.9	i	i
CN(C(=O)CSc1nc2c(cnn2-c2ccccc2)c(=O)[nH]1)C1CCS(=O)(=O)C1 (stereo not given)	0.9	i	i
Fc1ccccc1C1CC(c2ccco2)=Nc2ccccc2S1 (stereo not given)	-1.4	i	i
CCC(C)N(C(=O)COC(=O)c1cc([N+](=O)[O-])ccc1N1CCOCC1)C1CCS(=O)(=O)C1 (stereo not given)	0.3	i	i
O=S(=O)(NCC(O)c1ccccc1)c1cc(Cl)sc1Cl (stereo not given)	-2.5	i	i
Nc1nc(Sc2ccc([N+](=O)[O-])cc2[N+](=O)[O-])n[nH]1	-1.6	i	i
CCOC(=O)c1ccccc1NC1c2ccccc2C(=O)N1C1CCN(C(=O)OCC)CC1 (stereo not given)	-0.2	i	i
COc1ccc(OC)c(C2=NOC(C(=O)Nc3cccnc3)C2)c1 (stereo not given)	0.3	i	i
CCOC(=O)C1=C(O)C(=O)N(c2ccc(S(N)(=O)=O)cc2)C1c1ccc(OC)cc1OC (stereo not given)	-0.1	i	i
O=C(N/N=C/c1c[nH]c2ccccc12)c1ccncc1	0.4	i	i
Cc1ccc(S(=O)(=O)N/N=C/c2ccc(OC3CSC3)cc2)cc1	0.1	i	i
Cc1cccc(OCC(=O)NNc2c3ccccc3nc3ccccc23)c1	0.3	i	i
COc1ccc(NC(=O)CSc2nc3[nH]ncc3c(=O)n2-c2ccccc2C)cc1OC	0.4	i	i
COC(=O)c1c(C#N)c(N)nc2c1CCC2	-1.8	i	i
Cc1cccc(C)c1NC(=O)CN(C)C(=O)c1cc(S(=O)(=O)N(C)C)ccc1N1CCCC1	-1.3	i	i
O=C(CN1C(=O)NC2(CCc3ccccc32)C1=O)NCC(F)(F)F (stereo not given)	-0.9	i	i
CC(=O)c1ccc(OC2OCCOC2Oc2ccc(C(C)=O)cc2)cc1 (stereo not given)	-1.5	i	i
CN1CCN(CCCNC(=O)c2ccc3c(=O)n(CCc4ccccc4)c(=O)[nH]c3c2)CC1	0.8	i	i
COc1cc(NC(=O)c2ccccc2OCc2ccccc2)cc(OC)c1OC	1.2	i	i
O=C(O)CCc1ccc(-c2cccs2)n1NC(=O)c1ccco1	-1.6	i	i
Fc1cccc(F)c1-c1nc(-c2ccncc2)no1	0.8	i	i
CC#CC[N+](C)(C)CCCCCCCC	-0.8	i	i
COc1ccc(NC(=O)c2sccc2SCC#N)cc1	0.2	i	i
COc1ccccc1C(=O)C1CCCN(C(=O)c2snnc2C)C1 (stereo not given)	-1.0	i	i
O=C(CCS(=O)(=O)c1cccc2nonc12)Nc1cccc2c1CCCC2	-4.1	i	i
COC(=O)c1ccc(/C=C/C(=O)c2ccc(OC)cc2)cc1	0.5	i	i
CC(=O)NCc1ccc(C(=O)CCl)s1	2.8	i	i
Cc1ccc(-c2noc(CN3CCN(Cc4ccccc4)CC3)n2)cc1	0.7	i	i
COC(=O)C1CC(=O)c2ccsc2C1 (stereo not given)	3.9	i	i
O=C(CSc1ccc(F)cc1)Nc1ccc(N2CCOCC2)cc1	0.5	i	i
CCOC(=O)C1CCN(C(=O)N(CC)CC)CC1	-1.1	i	i
O=C(C1CCN(S(=O)(=O)N2CCOCC2)CC1)N1CCc2ccccc21	-2.8	i	i
S=C(NCCCN1CCOCC1)Nc1ccc(N2CCOCC2)cc1	-1.0	i	i
COCCCNC(=O)CCc1nnc2ccc(N3CCC(C)CC3)nn12	-0.7	i	i
CCCCC[C@H]1CN(CCCC)C(=O)[C@@H]1CC(=O)NCc1ccccc1	-0.6	i	i
CCCCC(=O)Nc1ccc(C2C(=O)c3ccccc3C2=O)cc1	-1.1	i	i
COCCN(C(=O)CSc1nc2ccccc2c(=O)n1CCOC)c1c(N)n(Cc2ccccc2)c(=O)[nH]c1=O	0.0	i	i
O=C(O)C(F)(F)C(NCc1ccccc1)c1ccccc1 (stereo not given)	-0.6	i	i
O=C(Cc1cc(=O)[nH][nH]1)N/N=C/c1ccccc1[N+](=O)[O-]	-1.1	i	i
O=C(NC1CCCCC1)C1CCN(S(=O)(=O)c2cccc3nonc23)CC1	-1.1	i	i
COc1cc(NC(=O)c2c(Cl)cnn2C)c(OC)cc1Cl	-2.3	i	i
Cc1cc(C)n(C(=O)CNC(=O)COc2ccccc2)n1	-0.8	i	i
O=C(c1ccccc1)c1c(-c2ccccc2)[nH]n(-c2ccccc2)c(=O)c1=O	-2.1	i	i

Additional records follow:
Below each compound – STK33 inh	CHT inh	CHT PAM
CC1CCN(CC(=O)Nc2ccc(S(=O)(=O)N3C(C)CCCC3C)cc2)CC1 (stereo not given)
  0.4	i	i
Cc1ccc(C2(C(=O)N3CCC(n4nc(-c5ccccc5)oc4=O)CC3)CC2)cc1
  -1.7	i	i
COCCNc1nc(SCC(=O)N2CCN(c3ccccc3OC)CC2)nc2ccccc12
  -0.6	i	i
O=C(Nc1c(Cl)ccc2nsnc12)c1ccc([N+](=O)[O-])o1
  1.6	i	i
CC1C(=O)C(C)C(c2ccco2)NC1c1ccco1 (stereo not given)
  -0.1	i	i
COc1ccc(NC(=O)CSc2nc(=O)n(CCN(C)C)c3c2CCCC3)cc1OC
  -0.6	i	i
Oc1ccc(-c2csc(-c3cccnc3)n2)cc1O
  4.0	i	i
CCOC(=O)c1sc(N(Cc2ccccc2)C(=O)COC(=O)c2cnccn2)nc1C
  -6.7	i	i
CC(/C=N/n1c(-c2ccco2)n[nH]c1=S)=C\c1ccccc1
  -0.9	i	i
O=C1c2ccccc2NC(c2ccc(F)cc2)N1Cc1ccccc1 (stereo not given)
  -1.5	i	i
O=C(O)c1ccc(S(=O)(=O)N(Cc2ccc(F)cc2)C2CCCCC2)cc1
  -1.6	i	i
CCC(C)NC(=S)N(CCc1ccccc1)Cc1cc2cc(OC)c(OC)cc2[nH]c1=O (stereo not given)
  0.9	i	i
COc1cc(-c2nc(-c3ccc(NC(=O)c4ccc(Br)o4)cc3)no2)cc(OC)c1OC
  0.1	i	i
Cc1c(C(=O)OC2CCCC2C)[nH]c2c1C(=O)CCC2 (stereo not given)
  1.1	i	i
Cc1c(Br)c([N+](=O)[O-])nn1C(C)C(=O)NCc1cccnc1 (stereo not given)
  -1.7	i	i
COc1ccc(NC(=O)CCC(=O)OCc2ccc([N+](=O)[O-])cc2)cc1
  .	i	i
COc1cc(OC)cc(C(=O)NC2CCSC2=O)c1 (stereo not given)
  0.6	i	i
O=C(CN1C(=O)COc2ccc(S(=O)(=O)N3CCOCC3)cc21)NCc1ccccn1
  0.2	i	i
Cc1occc1-c1nnc(SCC(=O)NC(=O)NC(C)C)n1N
  -1.9	i	i
O=C1C(Cl)=C(NC2CCCCC2)C(=O)N1c1ccc(Cl)cc1
  -0.5	i	i
O=C(N/N=C/c1ccccn1)c1cc(-c2ccc3ccccc3c2)n[nH]1
  0.7	i	i
CSc1nnc(C2CCCN2)n1C (stereo not given)
  -2.3	i	i
COCCNC(=O)CSc1nc2ccccc2c(=O)n1CCCC(=O)NCc1ccccc1
  -0.5	i	i
NC(=O)C1Cc2ccccc2CN1C(=O)c1cccc(Oc2ccccc2)c1 (stereo not given)
  0.4	i	i
CCN1CCN(Cc2nc3c(c(=O)n(C)c(=O)n3C)n2CC(=O)c2ccccc2)CC1
  0.3	i	i
O=C(CC1SC2=NCCN2C1=O)Nc1ccc(Br)cc1 (stereo not given)
  -0.4	i	i
CC(C)(O[C@@H]1O[C@H](CO)[C@@H](O)[C@H](O)[C@H]1O)[C@H]1Cc2cc3ccc(=O)oc3cc2O1
  -0.1	i	i
Cc1ccc(S(=O)(=O)n2cnc3cc([N+](=O)[O-])ccc32)c(C)c1C
  1.3	i	i
COc1cc(S(=O)(=O)N(Cc2ccccc2)Cc2ccccn2)ccc1-n1cnnn1
  0.3	i	i
COc1ccc(C2(C)NC(=O)N(CC(=O)NC(C)c3ccc(CC(C)C)cc3)C2=O)cc1 (stereo not given)
  -1.7	i	i

Retrieved by compound from the entries so far:
Below each compound – STK33 inh	CHT inh	CHT PAM
NC(=O)C1Cc2ccccc2CN1C(=O)c1cccc(Oc2ccccc2)c1 (stereo not given)
  0.4	i	i
CN(Cc1ccccc1)S(=O)(=O)c1ccc(NC(=S)NC(=O)C(C)(C)C)cc1
  4.9	i	i
COc1ccc(NC(=O)c2sccc2SCC#N)cc1
  0.2	i	i

Remaining list, next part:
Below each compound – STK33 inh	CHT inh	CHT PAM
Cc1nc(NC(=O)CCc2ccccc2)sc1C
  -0.2	i	i
CCCCOc1ccc(C(=O)Nc2ccc(C)cc2[N+](=O)[O-])cc1
  -1.7	i	i
COc1ccc(C(=O)N2CCn3c2nc2ccccc23)cc1
  1.2	i	i
O=C(Cn1ncc2c([nH]c3ccccc32)c1=O)NCC1CCN(Cc2ccccc2F)CC1
  -0.3	i	i
CC(C)c1nc2cc3ccccc3cc2[nH]1
  -0.8	i	i
CCOc1ccc(C2c3cc(OC)c(OC)cc3CC(=O)N2c2ccc(OC)cc2)cc1 (stereo not given)
  -0.6	i	i
CCCCn1c(N)c(N(CCOC)C(=O)c2ccc(S(=O)(=O)N3CCCCC3)cc2)c(=O)[nH]c1=O
  0.0	i	i
O=C(Nc1c2c(nn1-c1ccccc1)CS(=O)C2)c1ccc(Br)o1 (stereo not given)
  -2.0	i	i
O=C(CN(CCc1ccccc1)S(=O)(=O)c1ccc(Br)cc1)N/N=C/c1ccc2c(c1)OCO2
  -0.5	i	i
O=[N+]([O-])c1ccc(NC(=S)N2CCN(c3ccccc3)CC2)cc1
  -1.0	i	i
COc1ccc(NC(=O)C2CCCN(S(=O)(=O)c3cccc4cccnc34)C2)cc1OC (stereo not given)
  -0.1	i	i
CC(=O)Nc1ccc(C(=O)N/N=C/c2cc(Br)cc(Br)c2O)cc1
  0.4	i	i
COc1ccc(N(C(=O)COc2ccccc2)C2C=CS(=O)(=O)C2)c(OC)c1 (stereo not given)
  1.6	i	i
CCOCCCNC(=O)CCCC1=NS(=O)(=O)c2ccccc2N1
  .	i	i
C(=C\c1ccccn1)/c1ccccn1
  0.3	i	i
COc1cc(S(=O)(=O)NCc2ccc3c(c2)OCO3)ccc1F
  -1.4	i	i
CC(=O)c1ccc(Oc2cnccn2)cc1
  -2.9	i	i
O=C(O)[C@H]1CCCC[C@H]1C(=O)NCCc1ccccc1
  -1.1	i	i
Cn1c(SCc2cc([N+](=O)[O-])cc3c2OCOC3)nnc1-c1ccccn1
  -0.9	i	i
CC(CC(=O)Nc1ccccc1)n1ccnc1 (stereo not given)
  -1.9	i	i
Cc1ccccc1Oc1ncnc(N)c1[N+](=O)[O-]
  0.2	i	i
CCCN(C(=O)c1cc2c(s1)CCC2)c1c(N)n(Cc2ccccc2)c(=O)[nH]c1=O
  -1.6	i	i
O=C1CN(S(=O)(=O)c2ccc(Cl)cc2)CC(=O)N1CCc1ccccc1
  -1.1	i	i
CC1CCCCN1CCCNC(=O)c1ccc(Br)cc1 (stereo not given)
  1.1	i	i
O=C(CN1CCN(c2ccc(F)cc2)CC1)NC(=O)NCc1ccco1
  -2.5	i	i
CCOc1cc(CNCCc2ccc(S(N)(=O)=O)cc2)ccc1OCc1ccc(Cl)cc1
  -1.7	i	i
CC(=O)c1ccc(NC(=O)CSc2nc(C)cc(C)c2C(N)=O)cc1
  -1.8	i	i
Nc1ccc(N(c2ccccc2)c2ccc(N)cc2)cc1
  1.3	i	i
C[C@H](NC(=O)C1(c2ccccc2)CCN(C(=O)[C@H]2CSCN2C(=O)OC(C)(C)C)CC1)C(=O)O
  2.3	i	i
CCOC(=O)c1c(NC(C)=O)sc2c1CCCNC2=O
  3.5	i	i
O=S(=O)(CC(CN1CCCC1)N1CCCC1)c1ccc2ccccc2c1 (stereo not given)
  -0.5	i	i
CC(C)Oc1cccc(C(=O)N/N=C/c2ccoc2)c1
  -1.1	i	i
COc1ccc(-c2cc(C(=O)Nc3ccc(Br)cc3)no2)cc1
  0.6	i	i
CCN(CC)c1ccc(S(=O)(=O)N2CCOCC2)cc1NC(=O)CSc1nncs1
  0.0	i	i
O=C(NCC1CC1)c1onc(CSc2ccc(F)cc2)c1C(=O)NCC1CC1
  -2.4	i	i
CCC1(C)CC(C(N)=S)CCO1 (stereo not given)
  -0.4	i	i
